Assay outcomes: PubChem BioAssay, several laboratories
Shn3 inh set2: reduction of Shn3 3'UTR firefly luciferase signal, primary screen, Schnurri-3 inhibitor project, cell-based, Clone20 osteoblasts, set 2; Clone20 osteoblast Shn3 3'UTR firefly luciferase, 24 h; inhibition, % at 12.5 µM; 360,000 compounds, 0.52% hits; AID 588674, 2011;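 active means mean inhibition of at least 75% with every replicate also reaching 75%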;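 further: 0% = median of neutral control wells and 100% = pilot-screen positive control compound; some compounds past the cut are filed as inactive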
CF NFkB block: inhibitors of PAF-induced NF-kB signaling, primary screen, cell-based, GFP fluorescence, uHTS; KKLEB NF-kB-GFP reporter, GFP fluorescence overnight; inhibition, % at 5 µM; 360,000 compounds, 0.86% hits; AID 588850, 2011;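 active means at least 50% inhibition at 5 µM, scaled per plate between neutral and stimulator controls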;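 further: PAF is a Pseudomonas aeruginosa culture filtrate used as stimulus; plate controls were PAF-stimulated DMSO wells for no effect and unstimulated DMSO wells for full effect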
NR2E3 ag-1: inhibitors of NR2E3-RetCOR corepressor binding, primary screen, NR2E3 agonist project, biochemical, TR-FRET, GST-NR2E3, biotin-RetCOR. Photoreceptor-specific nuclear receptor (Homo sapiens), Q9Y5X4. inhibition of corepressor binding, % at 4.78 µM. AID 2300, 2010. 1536-well. 320,000 compounds, 0.12% hits;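 active means percent inhibition above the cutoff of mean plus 3 SD of all tested compounds, set per screening campaign, cut at about 20% in these data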;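 further: 0% = DMSO wells and 100% = biotin wells as full block of FRET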
Target sequence (Q9Y5X4 whole entry, looked up): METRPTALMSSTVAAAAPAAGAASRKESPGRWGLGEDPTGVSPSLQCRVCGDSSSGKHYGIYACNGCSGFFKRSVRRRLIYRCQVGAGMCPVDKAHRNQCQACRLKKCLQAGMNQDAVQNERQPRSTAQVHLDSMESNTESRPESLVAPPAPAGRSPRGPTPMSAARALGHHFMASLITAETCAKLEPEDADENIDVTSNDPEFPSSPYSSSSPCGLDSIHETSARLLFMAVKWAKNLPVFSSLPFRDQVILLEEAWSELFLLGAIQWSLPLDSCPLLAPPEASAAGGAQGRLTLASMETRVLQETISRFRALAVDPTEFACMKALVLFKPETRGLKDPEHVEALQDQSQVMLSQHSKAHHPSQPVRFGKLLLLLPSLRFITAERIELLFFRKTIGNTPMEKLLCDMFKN
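Format: 1536-well format; test system: GST-NR2E3 and biotin-RetCOR proteins; read-out basis: percent inhibition of TR-FRET ratio; timing: 5 h incubation at 4 °C; detection: time-resolved FRET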
KKLEB cytotox: cytotoxicity in KKLEB CF airway cells, primary screen, cytotoxicity control for CF NF-kB inhibitor project, cell-based, uHTS, fluorescence assay plates | 360,000 compounds, 0.36% hits | activity change (cytotoxicity), % at 5 µM | KKLEB CF airway cells viability, ATPlite luminescence, overnight; hits give low values; cells stimulated with P. aeruginosa culture filtrate | AID 602141, 2011;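 active means corrected activity change at or below -50% at 5 µM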
TWEAK-Fn14 inh: inhibitors of TWEAK-Fn14 signaling, primary screen, luciferase reporter cells, uHTS; 360,000 compounds, 2% hits; AID 1159606, 2016; TWEAK-stimulated Fn14 reporter cells, luciferase luminescence, 8 h; inhibition, % at 10 µM; in the data active means inhibition above about 50%
NR2E3 ag-2: NR2E3 agonists in two-hybrid cells, primary screen, cell-based, luminescence, CHO-S, Gal4-NCOR/VP16-NR2E3; Photoreceptor-specific nuclear receptor (Homo sapiens), Q9Y5X4; AID 602229, 2012; 360,000 compounds, 0.35% hits; inhibition of corepressor binding, % at 3.98 µM; luciferase;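 active means inhibition above the mean of all tested compounds plus 3 SD, cut at about 70% in these data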;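 further: 0% = DMSO with NR2E3 transfected cells and 100% = cells lacking NR2E3 construct; higher means lower luciferase signal from less NR2E3 corepressor binding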
iPSC survival up: enhancers of single-cell hiPSC survival, primary screen, ATPlite luminescence; 100% = ROCK inhibitor wells, 0% = DMSO; survival enhancement, % at 20 µM; 360,000 compounds, 0.044% hits; AID 602274, 2012; in the data active means survival enhancement above about 18%;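 further: cells exposed to compounds for 16 hours before the ATP read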
TRPM1 prom inh: inhibitors of MITF-dependent TRPM1 promoter reporter, primary screen, cell-based, SK-MEL-5, single point, luciferase. SK-MEL-5 TRPM1 promoter luciferase, 24 h. inhibition, % at 12.5 µM. 330,000 compounds, 0.83% hits. AID 488899, 2010;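 active means mean inhibition across replicates of 60% or more, whatever share of single replicates reaches that level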; further: values of inactives mirror those of a sister screen read the other way
HIF-2a block: HIF-2a reporter inhibitors, primary screen, luminescence, 786-0 RCC cells | 360,000 compounds, 0.72% hits | inhibition, % at 18.8 µM | 786-0 RCC cells HIF-2a reporter, luciferase luminescence, overnight;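 active means inhibition of the luminescence signal of 40% or more relative to plate controls, in a single-dose primary screen at 18.75 µM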
Peg3 promoter: Peg3 promoter-driven luciferase inhibitors, primary screen, cell-based, HeLa, luciferase luminescence. HeLa PEG-Prom luciferase reporter, overnight. inhibition, % at 20 µM. 360,000 compounds, 1.7% hits;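 active means inhibition of at least 50% at 20 µM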
aDG glyco up: activators of alpha-DG glycosylation, primary screen, uHTS, Pro5-aDG cells, AlphaScreen; 360,000 compounds, 0.22% hits; alpha-DG glycosylation AlphaScreen (IIH6); 0% Pro5, 100% B10-LARGE cell signal; AID 624168, 2012; activation, % at 10 µM;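 active means activation of at least 8% versus controls, or a plate z-score of at least 8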;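 further: Pro5 are CHO cells carrying HIG-tagged alpha-DG that lacks glycosylation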
* hit, by the source's call; x = no result given. Random draw from the library; overall some 4.4% were active at least once.

SMILES | Shn3 inh set2 | CF NFkB block | NR2E3 ag-1 | KKLEB cytotox | TWEAK-Fn14 inh | NR2E3 ag-2 | iPSC survival up | TRPM1 prom inh | HIF-2a block | Peg3 promoter | aDG glyco up
CC1CCN(C(=O)CSCC(=O)Nc2nc(-c3cccs3)cs2)CC1 | -25 | -18 | 3 | -4 | 12 | -77 | -0.7 | x | -102 | -82 | -0.4
CCOc1ccc(Cc2c(O)nc(SC)[nH]c2=O)cc1 | -1 | 7 | x | -2 | -10 | 14 | 1.9 | x | 8 | -6 | -0.2
CCOC(=O)c1cc2c(=O)n3ccccc3nc2n(C(C)C)c1=NC(=O)c1ccncc1 | 3 | -132 | 2 | -2 | -7 | -10 | -1.7 | -6 | -18 | -6 | 0.2
O=C(NCCOc1ccccc1)c1ccccc1SCC(=O)N1CCCC1 | -12 | -14 | 0 | -18 | 10 | -20 | 1.4 | 15 | 17 | 9 | 0.2
Cc1cc(C)c2cc(C(=O)N3CCc4ccccc4C3)[nH]c2c1 | -7 | -10 | -3 | 4 | 0 | -43 | -0.4 | 15 | -46 | -19 | 0.0
Cc1ccc(-c2noc(CCC(=O)Nc3ccc(C)cn3)n2)cc1 | 6 | 9 | 0 | -6 | -6 | -41 | 0.8 | 2 | -4 | 14 | 0.3
COc1cc(C(=O)NCc2nnc(SCC(=O)Nc3ccc4c(c3)OCO4)o2)cc(OC)c1OC | -2 | -11 | -1 | 16 | -3 | -4 | -1.6 | 1 | 10 | 2 | -0.2
COCc1cc(SC2CCCCC2)nc(C)n1 | 9 | 21 | 0 | -3 | 0 | 0 | 4.8 | -27 | -3 | -15 | -0.2
Cc1ccc(S(=O)(=O)Nc2cc(C(=O)NCCN(C)C)ccc2N2CCCCC2)cc1 | 3 | 5 | 1 | -1 | -9 | 2 | -3.6 | -12 | 21 | 23 | 1.1
O=C1c2ccccc2C(=O)N1CCn1ccnc1 | -14 | 9 | 4 | 7 | -7 | -2 | -0.8 | -16 | 6 | 11 | 0.1
Cc1ccccc1C(=O)c1c[nH]c(C(=O)NCc2cccs2)c1 | 11 | 26 | -2 | 11 | -9 | -9 | -0.1 | -10 | -6 | -8 | -0.1
CN1CCN(c2cnn(-c3ccccc3)c(=O)c2Br)CC1 | 0 | 4 | 2 | -4 | 3 | 5 | -1.5 | -16 | -106 | -43 | -0.4
COc1ccc(-c2c[nH]c(=O)[nH]c2=O)cc1OC | -8 | -14 | 1 | 4 | -17 | 7 | 2.6 | 4 | 22 | -1 | 0.5
CCOC(=O)c1[nH]c(=S)n(-c2ccccc2)c1C(=O)OCC | -22 | 0 | x | 5 | 4 | 0 | 4.9 | x | 10 | 8 | 0.3
Cc1nn(CCC(=O)NNC(=S)Nc2ccc(Cl)cc2)c(C)c1[N+](=O)[O-] | -1 | -5 | 0 | 4 | 0 | -2 | -0.6 | 2 | 3 | 8 | 1.4
OC(COc1ccc(CNCCc2ccccc2F)cc1)CN1CCCCC1 (stereo not drawn) | 12 | 5 | 0 | 1 | -11 | 21 | -3.9 | -24 | 5 | -14 | 1.3
CCN(CC)c1ccc2c(Nc3ccccc3)c(C=O)c(=O)oc2c1 | 8 | 6 | -5 | 2 | -4 | 6 | -0.2 | -6 | -27 | -10 | -0.4
COc1ccc(C(=O)Nc2ccccc2NC(=O)c2ccc(OC)cc2)cc1 | 2 | -6 | 1 | -9 | -33 | -14 | -0.2 | -12 | -28 | -9 | 0.0
O=C1C=C(Nc2cccc3cccnc23)c2ccccc2C1=O | -30 | -6 | 3 | 2 | 28 | -30 | 0.2 | 80* | 13 | -17 | -0.1
CCOC(=O)CNc1nc(Cl)nc(Nc2ccc(OC)cc2OC)n1 | 6 | 9 | -1 | 0 | -11 | 14 | -0.6 | 7 | 13 | 2 | 0.1
COC(=O)C(NC(C)=O)(Nc1cccc(C)n1)C(F)(F)F (stereo not drawn) | 11 | 7 | -3 | -8 | 3 | -8 | -0.5 | 5 | 10 | 11 | 0.1
O=C(Nc1ccnn1C1CCN(C2CCC2)CC1)c1cccc(F)c1 | 2 | -18 | -1 | 2 | 9 | -10 | 0.1 | 3 | -3 | 13 | 0.0
CCOc1ccc(NC(=O)CN2C(=O)NC3(CCCC3)C2=O)cc1S(=O)(=O)N1CCCCC1 | 15 | 16 | 0 | -10 | -1 | 7 | 0.4 | 6 | 10 | 13 | 0.4
CCOc1ccccc1N1CCN(C(=O)C2=CC=CN3CCS(=O)(=O)N=C23)CC1 | -10 | -12 | 2 | 16 | 2 | -25 | -0.4 | -8 | 12 | -10 | 0.2
O=S(=O)(c1ccc(Cl)cc1)N(Cc1ccccn1)Cc1ccccn1 | -2 | 5 | -3 | 0 | 6 | -18 | 0.7 | -1 | 14 | 7 | 0.1
CC1Cc2ccccc2N1C(=O)c1cnc2n(c1=O)CCS2 (stereo not drawn) | 2 | -1 | -1 | 9 | 4 | 11 | 1.8 | -6 | 15 | 13 | -0.3
O=C(Nc1cccc(Cl)c1)N(CCN1CCOCC1)Cc1cccc(Cl)c1 | 21 | 14 | 1 | -8 | -20 | 1 | 3.9 | -16 | -60 | -10 | 0.5
Cc1ccc(CNC(=O)CCn2c(=O)oc3ccccc32)cc1 | 6 | 1 | 1 | 1 | 12 | 3 | 0.7 | 9 | 18 | 11 | 0.0
Cc1ccc[n+](CC(=O)c2ccc(Cl)cc2)c1 | -18 | -24 | 5 | -5 | 1 | -5 | 1.1 | 13 | 9 | 9 | 0.1
CCCCCC1CCC(c2ccc(C(N)=O)cc2)CC1 (stereo not drawn) | -11 | 8 | -1 | -10 | -7 | -50 | 2.8 | 6 | 8 | 4 | -0.2
O=C(/C=C/c1ccco1)Nc1ccc2c(c1)OCO2 | -103 | 1 | -7 | -9 | 8 | -114 | -0.5 | -88 | -270 | -248 | 0.1
O=C(CCSc1nc2ccccc2o1)N1CCOCC1 | -32 | 16 | 0 | -4 | -9 | -62 | -2.9 | -25 | -50 | -44 | -0.2
NC1=NC[C@H](Cc2ccccc2)N1CCc1cccc(F)c1 | -17 | 2 | 0 | 6 | -7 | -14 | -0.8 | -11 | 2 | -17 | 0.4
COc1cc(CN(C(=S)NCC(=O)NC2CCCC2)C2CCCC2)cc(OC)c1OC | 12 | 7 | 0 | 5 | -28 | -10 | -0.2 | -1 | 16 | 0 | -0.2
CC(C)CC(=O)N1CCN(S(=O)(=O)c2ccc3ccccc3c2)CC1 | 27 | 6 | -1 | -9 | -5 | 30 | -2.1 | 0 | 30 | 18 | 1.1
COCCOC(=O)C1=C(C)NC2=C(C(=O)CC(C)(C)C2)C1c1ccc(N(C)C)cc1 (stereo not drawn) | 14 | -20 | 4 | 0 | -11 | -4 | 0.2 | -4 | 8 | 17 | -0.3
COCC(=O)Nc1ccc(C(C)C)cc1 | -5 | -7 | 0 | 3 | -8 | -18 | 0.5 | 7 | 0 | 5 | -0.1
O=C(Nc1ccc(NS(=O)(=O)c2ccccc2)cc1)c1ccccc1Cl | -2 | 7 | x | 0 | -5 | -3 | -1.4 | -7 | 5 | 10 | -0.1
COc1ccc(CNC(=O)Nc2nc(C(N)c3ccccc3)cs2)cc1 (stereo not drawn) | 7 | 18 | x | -4 | -1 | -26 | 1.5 | x | 3 | 19 | -0.2
Cc1cc2nc(-c3ccc(F)cc3)c(CC3CCCCC3)n2c(C)c1Br | x | x | x | x | -16 | -8 | -0.3 | x | -21 | x | -0.1

The list goes on, starting with the last two of the part before.
SMILES | Shn3 inh set2 | CF NFkB block | NR2E3 ag-1 | KKLEB cytotox | TWEAK-Fn14 inh | NR2E3 ag-2 | iPSC survival up | TRPM1 prom inh | HIF-2a block | Peg3 promoter | aDG glyco up
COc1ccc(CNC(=O)Nc2nc(C(N)c3ccccc3)cs2)cc1 (stereo not drawn) | 7 | 18 | x | -4 | -1 | -26 | 1.5 | x | 3 | 19 | -0.2
Cc1cc2nc(-c3ccc(F)cc3)c(CC3CCCCC3)n2c(C)c1Br | x | x | x | x | -16 | -8 | -0.3 | x | -21 | x | -0.1
COc1ccc(CNCc2ccc3c(c2)OCO3)cc1Br | -33 | -4 | -2 | -2 | 1 | -8 | -0.1 | -3 | -29 | -41 | 0.2
O=C(Cc1cccc(NC(=O)C2CCN(C(=O)c3ccccc3)CC2)c1)Nc1cccc(C(=O)N2CCOCC2)c1 | 4 | -23 | x | -6 | -10 | -30 | -1.2 | -12 | -2 | -3 | -0.1
COc1cc(CC2C(=O)Nc3ccccc32)cc(C)c1O (stereo not drawn) | 10 | 15 | -1 | -10 | -10 | -16 | 0.3 | 8 | 6 | -2 | 0.1
O=C(c1ccccc1)c1ccc2nc(-c3ccc(NC(=O)c4ccccc4Br)cc3)[nH]c2c1 | 16 | -11 | 2 | 12 | -7 | 21 | -0.2 | -26 | -5 | 6 | 0.1
CCOc1ccc(C(=O)NC(=S)Nc2ccc(NC(=O)c3ccco3)c(C)c2)cc1[N+](=O)[O-] | 1 | 30 | 3 | -21 | -28 | -16 | -0.9 | 8 | 12 | 4 | -0.3
O=C(Cc1cccs1)NCc1ccc2c(c1)OCO2 | -6 | -5 | 2 | 3 | -25 | -23 | 1.0 | -33 | -97 | -91 | 1.1
CC(=O)Nc1ccc(S(=O)(=O)NCCC(=O)N2CCCCC2)cc1 | -45 | -12 | 5 | 14 | -101 | -13 | -0.3 | 5 | 5 | -5 | -0.1
C[C@H]1C=C(C(=O)N2CCOCC2)O[C@@H](OCc2ccc(CO)cc2)C1 | -2 | -22 | 0 | 7 | 6 | -8 | -2.6 | 3 | -3 | 1 | 0.1
Cn1ncc2c(Nc3ccc4ccccc4c3)ncnc21 | -85 | 15 | 0 | 4 | -15 | -121 | 3.0 | -64 | -317 | -365 | -0.2
O=C(N/C(=C/c1cccnc1)C(=O)N1CCOCC1)c1ccccc1F | -12 | 14 | 1 | -25 | 19 | -11 | -0.6 | 4 | 11 | 16 | -0.3
C=CCN(C(=O)CCC(=O)Nc1cc(C)on1)C(C(=O)NC(C)(C)C)c1cccc(OC)c1OC (stereo not drawn) | -6 | -23 | 2 | 8 | 3 | -17 | -1.1 | 3 | 7 | 6 | 1.1

Some entries already given, reduced to NR2E3 ag-2.
Structure | NR2E3 ag-2
O=C(c1ccccc1)c1ccc2nc(-c3ccc(NC(=O)c4ccccc4Br)cc3)[nH]c2c1 | 21
C[C@H]1C=C(C(=O)N2CCOCC2)O[C@@H](OCc2ccc(CO)cc2)C1 | -8
COc1cc(CC2C(=O)Nc3ccccc32)cc(C)c1O (stereo not drawn) | -16
